TRAIL sens C8: sensitizes caspase-8 expressing cells to TRAIL | NB7+C8 cells + TRAIL, ATPlite viability luminescence | inhibition (viability loss, TRAIL sensitization), % at 10 µM | 360,000 compounds, 1% hits | AID 624354;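 active = compounds causing at least 50% loss of cell viability in the single-dose screen, relative to plate controls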
CF NFkB block: inhibitors of cystic fibrosis induced NF-kB. KKLEB NF-kB-GFP reporter, PAF-induced, GFP fluorescence overnight. inhibition, % at 5 µM. 360,000 compounds, 0.86% hits. AID 588850;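 active = at least 50% inhibition at 5 µM, scaled per plate between neutral and stimulator controls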;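 also: PAF is a Pseudomonas aeruginosa culture filtrate used as stimulus; plate controls were PAF-stimulated DMSO wells for no effect and unstimulated DMSO wells for full effect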
TROY signal inh: blocks TROY-dependent signaling in reporter cells | Q293 LMP1-TROYcd NF-kB luciferase reporter, 4 h | inhibition, % at 10 µM | 360,000 compounds, 0.98% hits | AID 1347056;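 active = compounds whose plate-normalised and pattern-corrected inhibition of the luciferase reporter signal at the single screening dose is 50% or more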
KKLEB cytotox: reduces viability of KKLEB cystic fibrosis airway cells; KKLEB CF airway cells viability, ATPlite luminescence, overnight; active compounds read low; cells stimulated with P. aeruginosa culture filtrate; activity change (cytotoxicity), % at 5 µM; 360,000 compounds, 0.36% hits;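 active = corrected activity change at or below -50% at 5 µM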
NR2F2 inh: inhibitors of human COUP-TFII (NR2F2); P24468; HEK293T NGFI-A luciferase reporter, luminescence; inhibition, % at 8.6 µM; 370,000 compounds, 0.7% hits;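 active = inhibition above a per-plate cutoff, mean inhibition of test wells between control levels plus 3 SD, cut at about 38% in these data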;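 also: cells cotransfected with COUP-TFII expression vector driving the NGFI-A reporter; 0% = median of COUP-TF2 test wells and 100% = reporter-only cells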
Target sequence (P24468 whole entry, looked up): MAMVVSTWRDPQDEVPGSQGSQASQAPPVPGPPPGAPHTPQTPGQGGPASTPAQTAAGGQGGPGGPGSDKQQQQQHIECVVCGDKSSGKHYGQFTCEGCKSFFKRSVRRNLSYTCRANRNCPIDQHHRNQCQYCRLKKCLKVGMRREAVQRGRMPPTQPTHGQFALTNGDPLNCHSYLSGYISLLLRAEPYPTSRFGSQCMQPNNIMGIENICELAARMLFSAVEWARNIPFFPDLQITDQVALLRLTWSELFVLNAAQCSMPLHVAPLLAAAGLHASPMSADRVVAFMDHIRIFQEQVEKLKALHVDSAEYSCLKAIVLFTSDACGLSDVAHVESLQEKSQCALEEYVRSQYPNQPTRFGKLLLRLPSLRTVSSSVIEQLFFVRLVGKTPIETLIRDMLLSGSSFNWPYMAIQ
TWEAK Fn14 block: inhibitors of TWEAK-Fn14 interaction signaling. AID 1159606. 360,000 compounds, 2% hits. inhibition, % at 10 µM. TWEAK-stimulated Fn14 reporter cells, luciferase luminescence, 8 h; in the data active = inhibition above about 50%
NR5A2 inv ag: NR5A2 inverse agonism in reporter assay; O00482; HEK293T StAR-luciferase reporter, LRH-1 transfected, 24 h; inhibition, % at 3.6 µM; 360,000 compounds, 0.13% hits; AID 602396;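 active = inhibition above the mean inhibition of all tested compounds plus 3 SD, cut at about 73% in these data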;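 also: 0% = DMSO wells and 100% = reporter-only cells lacking LRH-1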
Target sequence (O00482 whole entry, looked up): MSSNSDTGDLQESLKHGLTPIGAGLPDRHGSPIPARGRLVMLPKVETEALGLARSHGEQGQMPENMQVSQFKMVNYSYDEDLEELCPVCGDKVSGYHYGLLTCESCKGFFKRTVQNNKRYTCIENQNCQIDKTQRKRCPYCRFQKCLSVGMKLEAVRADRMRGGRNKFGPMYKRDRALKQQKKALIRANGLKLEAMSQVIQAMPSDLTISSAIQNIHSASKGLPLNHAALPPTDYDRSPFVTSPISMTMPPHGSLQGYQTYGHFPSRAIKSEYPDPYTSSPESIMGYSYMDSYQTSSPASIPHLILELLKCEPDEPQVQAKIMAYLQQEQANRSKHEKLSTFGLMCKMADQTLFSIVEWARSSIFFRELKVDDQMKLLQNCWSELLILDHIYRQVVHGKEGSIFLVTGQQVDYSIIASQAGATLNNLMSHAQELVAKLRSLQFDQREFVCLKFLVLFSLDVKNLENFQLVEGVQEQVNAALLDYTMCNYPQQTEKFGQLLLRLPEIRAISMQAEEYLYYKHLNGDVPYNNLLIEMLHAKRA
LMP1 NFkB inh: inhibitors of Epstein-Barr LMP1-induced NF-kappaB reporter; LMP1-induced NF-kappaB luciferase reporter cells, luminescence; inhibition, % at 12.5 µM; 350,000 compounds, 0.69% hits; AID 504558; in the data active = inhibition above about 41%;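 also: 0% = neutral control wells and 100% = reference inhibitor control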
NCOA1 inh: human NCOA1 inhibition; HEK293 GAL4-SRC1 luciferase reporter, luminescence; inhibition, % at 3.6 µM; 360,000 compounds, 0.12% hits; AID 588354;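 active = inhibition above the campaign mean plus 3 SD, with each screening campaign given its own cutoff, cut at about 60% in these data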;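 also: 0% = DMSO treated cells and 100% = gossypol at 36 µM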
Shn3 inh set2: reduces Shn3 3'UTR luciferase signal in osteoblasts. AID 588674. inhibition, % at 12.5 µM. 360,000 compounds, 0.52% hits. Clone20 osteoblast Shn3 3'UTR firefly luciferase, 24 h;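 active = mean inhibition of at least 75% with every replicate also reaching 75%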;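 also: 0% = median of neutral control wells and 100% = pilot-screen positive control compound; some compounds past the cut are filed as inactive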
NCOA3 inh: inhibits human SRC3 coactivator; Q9Y6Q9; HEK293 GAL4-SRC3 luciferase reporter, luminescence; inhibition, % at 3.6 µM; 360,000 compounds, 0.17% hits;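 active = inhibition above a per-campaign cutoff, the mean of all compounds plus 3 SD, cut at about 60% in these data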;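 also: 0% = DMSO-treated cells and 100% = gossypol-treated cells at 36 µM; higher means less SRC3-driven luciferase light from the GAL4 reporter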
* marks the source's active call; other numbers are inactive results; . = not tested or not shown.

SMILES | TRAIL sens C8 | CF NFkB block | TROY signal inh | KKLEB cytotox | NR2F2 inh | TWEAK Fn14 block | NR5A2 inv ag | LMP1 NFkB inh | NCOA1 inh | Shn3 inh set2 | NCOA3 inh
CC1(C)Cc2c(sc(NC(=O)C(=O)N3CCN(CCO)CC3)c2C(N)=O)CO1 | 13 | -20 | -37 | 3 | -7 | 17 | -7 | -2 | -3 | -5 | 8
N#CC(C#N)=C/C=C(\Nc1ccc(Cl)cc1)c1ccc(Cl)cc1 | 2 | -8 | -10 | -6 | -4 | -1 | 0 | 3 | -10 | 4 | 12
Cc1cc(SCc2ccc(F)cc2)nc(=O)[nH]1 | -9 | -3 | -15 | 6 | -10 | -2 | 3 | 1 | -6 | -18 | -18
CCCCN1C(N)=NC[C@@H]1C(C)O (stereo partly drawn) | 9 | 11 | -5 | 1 | 10 | 22 | 4 | 1 | 1 | -9 | -3
COc1ccccc1NC(=O)COc1ccc(C(=O)OCC(=O)N2CCCC2=O)cc1OC | 0 | -2 | -24 | 3 | -7 | -32 | -1 | 3 | 17 | 5 | 3
Cc1cccc(CS(=O)(=O)c2ncc(Cl)c(C(=O)Nc3c(C)cccc3C)n2)c1 | 29 | 98* | 67* | -66* | 14 | 90* | -26 | 11 | -131 | 82 | -23
CC(C)(C)CC(C)(C)NC(=S)N1CCN(Cc2ccc3c(c2)OCO3)CC1 | 3 | 4 | 7 | 10 | 0 | 1 | 19 | 7 | 2 | 1 | 22
O=C(CNc1ccccc1)Nc1cccc2ccccc12 | 3 | 8 | -15 | 2 | -14 | -18 | -8 | 3 | 22 | 14 | 15
Cc1csc(NC(=O)CNS(=O)(=O)c2cccs2)n1 | 12 | 3 | -4 | -5 | -2 | -1 | -4 | 3 | -12 | -1 | 3
NC(=O)NCCc1ccccc1 | -10 | -13 | -11 | 4 | -17 | -2 | -9 | 7 | -35 | -3 | -5
Cn1cc(Br)c(C(=O)N/N=C/c2cc3c(cc2Cl)OCO3)n1 | 19 | 3 | -45 | 1 | -43 | -45 | -43 | -6 | -66 | -70 | -82
O=S(=O)(Nc1ccc(N2CCOCC2)cc1)c1cccs1 | -1 | 9 | -7 | -13 | -3 | -5 | 9 | 7 | -34 | 3 | 1
S=C(NCc1ccncc1)Nc1ccc(Cl)cc1 | -7 | -8 | -13 | 0 | 3 | 5 | 15 | -1 | -7 | 8 | 9
CN(CC(=O)NCc1ccccn1)S(=O)(=O)c1ccc(F)cc1 | -15 | 2 | 0 | 4 | -12 | -1 | -5 | -2 | -3 | -12 | 9
O=S(=O)(c1ccc(Cl)cc1)N1CCN(c2ccccn2)CC1 | 5 | 14 | -8 | -13 | 17 | -7 | -6 | 1 | -11 | 7 | 7
COc1ccc(CCNC(=O)Nc2nc(C(N)C3CCCCC3)cs2)cc1OC (stereo not drawn) | 1 | -16 | -7 | -5 | -1 | 24 | -6 | . | -10 | 17 | 2
O=C(Nc1ccc(N2CCOCC2)cc1)C1CCN(S(=O)(=O)c2ccccc2F)CC1 | -11 | 4 | -10 | 6 | -1 | 3 | 5 | -12 | -12 | 19 | 7
C=CCc1ccccc1OCC(O)CN1CCN(c2ccc(OC)cc2)CC1 (stereo not drawn) | -2 | -3 | 24 | 15 | -14 | 15 | -8 | 6 | 2 | 8 | 2
CCC1CCCCN1C(=O)c1ccc2c(c1)C(=O)N(c1ccc(C)cc1)C2=O (stereo not drawn) | -9 | -3 | 2 | 6 | 9 | 10 | 11 | -3 | -4 | 13 | -19
CN(Cc1ccccc1)S(=O)(=O)c1ccc(S(=O)(=O)N(Cc2ccc(F)cc2)C2CCCC2)cc1 | 10 | 16 | 16 | -22 | -17 | 28 | 6 | -3 | -7 | 0 | 11
COCCN(C(=O)C1CC(=O)N(Cc2ccccc2)C1)c1nc(-c2ccc([N+](=O)[O-])cc2)cs1 (stereo not drawn) | 4 | 8 | -24 | -6 | 12 | -19 | 0 | 1 | -9 | 69 | 23
COc1ccc(-c2cc(C(=O)OCC(=O)N3CCCCC3)c3ccccc3n2)cc1OC | 25 | 4 | -21 | -5 | -2 | 4 | -76 | -2 | -48 | 8 | -33
O=C(Cn1cnc2cc([N+](=O)[O-])ccc2c1=O)NC(c1ccccc1)c1ccccc1 | -1 | 0 | 4 | -1 | 2 | -1 | -1 | -3 | 9 | -13 | 4
COCCN1C(=O)c2oc3ccccc3c(=O)c2C1c1ccc(C(=O)OC)cc1 (stereo not drawn) | 3 | -9 | -19 | 24 | 2 | -17 | -8 | 0 | 10 | 6 | 9
N#Cc1ccsc1NC(=O)COC(=O)c1cc(Br)ccc1O | 14 | 1 | -46 | 1 | -5 | -20 | -13 | -10 | -69 | 3 | -40
Going on with the list:
SMILES | TRAIL sens C8 | CF NFkB block | TROY signal inh | KKLEB cytotox | NR2F2 inh | TWEAK Fn14 block | NR5A2 inv ag | LMP1 NFkB inh | NCOA1 inh | Shn3 inh set2 | NCOA3 inh
CNc1cnc(-c2cccc(C(=O)N3CCOCC3)c2)cn1 | -5 | 14 | 19 | -4 | -2 | -18 | -10 | . | 2 | -23 | -6
CC1CCCN(C(=O)c2nn(C)c3c2CSc2ccccc2-3)C1 (stereo not drawn) | -9 | 2 | -8 | -10 | 8 | -12 | -13 | -23 | -35 | -7 | -27
O=C(NCC(=O)N(Cc1cccs1)C(C(=O)NC1CCCC1)c1ccco1)c1cccs1 (stereo not drawn) | 19 | 1 | 3 | 1 | -1 | 35 | 3 | -3 | -2 | -4 | 6
O=C1NC(Cc2ccccc2)c2nc3ccccc3c(=O)n2-c2ncccc21 (stereo not drawn) | -2 | -9 | -5 | 12 | -12 | -13 | -1 | 6 | 7 | -6 | 0
N#CCSCC(=O)Nc1ccc(F)cc1 | 2 | 0 | -13 | -20 | -7 | 2 | 5 | 6 | 5 | -7 | 1
Cc1cc(C(=O)N/N=C/c2ccc([N+](=O)[O-])cc2)c(C)o1 | 17 | -14 | -17 | 12 | 6 | -26 | -5 | -4 | -60 | -10 | -12
COc1ccc(CN2C(=O)c3ccccc3C(/C=N\OCc3ccc(C)cc3)C2=O)cc1 (stereo not drawn) | 14 | 2 | -12 | -4 | -6 | 0 | -5 | 2 | -11 | 7 | -3
O=C(O)CCSc1nc(C(F)(F)F)cc(=O)n1-c1ccccc1 | -17 | 2 | -30 | -4 | 7 | -22 | 4 | 8 | 0 | 2 | -1
COc1cc(NC(=O)Cc2ccc([N+](=O)[O-])cc2)c(C(=O)O)cc1OC | 11 | 8 | -34 | 4 | 12 | -12 | 6 | -2 | 10 | -11 | 9
O=C(O)c1ccccc1NS(=O)(=O)c1ccc(N/N=C/c2ccc(O)c(O)c2)c([N+](=O)[O-])c1 | -18 | -2 | 20 | 20 | -3 | -9 | 12 | 6 | 4 | -14 | 2
COc1ccc(OC)c2[nH]c(=O)c(CCNC(=O)C(C)(C)C)cc12 | 8 | -45 | -3 | 9 | -1 | -3 | -51 | -1 | 8 | -6 | 3
COc1ccc(CNC(=O)CCC(=O)Nc2cccnc2)cc1 | -7 | 1 | -3 | 11 | -18 | -5 | 13 | 0 | -11 | -14 | 2
Cn1c(N2CCN(C(c3ccccc3)c3ccccc3)CC2)nc2ccccc21 | 17 | 9 | 8 | 12 | 28 | -21 | 2 | 0 | 20 | -2 | 8
COc1ccc(-n2nc(C(=O)NCC(=O)Nc3cccc(C)n3)c3ccccc3c2=O)cc1 | 15 | 10 | 13 | -5 | 13 | 19 | 11 | 3 | -21 | -6 | 2
CCN(CC)C(=O)C(=O)Nc1cc(C(F)(F)F)ccc1Cl | -3 | 2 | 8 | 5 | -4 | -11 | 3 | 2 | -10 | -2 | 2
COc1cc(C(O)C(=O)O)ccc1O (stereo not drawn) | -7 | 15 | 13 | -11 | -2 | -11 | 6 | -9 | -7 | 10 | 10
O=C(CSc1nc2ccccc2c(=O)n1CCCO)Nc1ccc2c(c1)OCCO2 | 7 | -23 | -35 | 3 | -9 | -19 | 4 | -11 | -16 | 2 | 5
CC(C)C(=O)NC(=S)Nc1nnn(C)n1 | 0 | 11 | -6 | 0 | -9 | -10 | 6 | 3 | -18 | -7 | 5
N#Cc1cc2cc3c(cc2nc1SCC(=O)OC1CCCCC1)OCO3 | 17 | 29 | 11 | -19 | -9 | -14 | 1 | -9 | -32 | 0 | -31
Cc1ccsc1C(=O)OCC(=O)Nc1cccc(S(=O)(=O)N2CCOCC2)c1 | -3 | 1 | 15 | 1 | -13 | 1 | 5 | 9 | -6 | -1 | -6
O=C(OCc1ccc(Cl)c(Cl)c1)c1ccccn1 | -13 | -9 | -8 | 3 | 3 | -6 | 12 | 4 | -18 | -8 | 5
CCOc1cc(C=NNC(=O)c2cccc(S(=O)(=O)N3CCCC3)c2)ccc1O | -4 | -22 | 11 | 1 | -6 | 2 | 28 | 7 | 4 | 4 | -15
CCOc1ccc(Oc2ccccc2NC(=O)CSCC(=O)Nc2cc(C)on2)cc1 | 17 | 10 | 4 | -11 | 50* | 34 | 23 | 32 | -2 | 34 | 18
O=c1cc(CSc2nnnn2-c2ccccc2)nc2scc(-c3ccccc3)n12 | -13 | 7 | -6 | -3 | -7 | 17 | 4 | 5 | -5 | 6 | 5
Cc1ccc(S(=O)(=O)N(C)CC(=O)NCc2ccncc2)cc1 | 24 | 9 | -10 | 0 | 11 | -10 | 12 | -38 | 1 | -1 | 3

The last 2 entries of the part before come first, to join the parts.
SMILES | TRAIL sens C8 | CF NFkB block | TROY signal inh | KKLEB cytotox | NR2F2 inh | TWEAK Fn14 block | NR5A2 inv ag | LMP1 NFkB inh | NCOA1 inh | Shn3 inh set2 | NCOA3 inh
O=c1cc(CSc2nnnn2-c2ccccc2)nc2scc(-c3ccccc3)n12 | -13 | 7 | -6 | -3 | -7 | 17 | 4 | 5 | -5 | 6 | 5
Cc1ccc(S(=O)(=O)N(C)CC(=O)NCc2ccncc2)cc1 | 24 | 9 | -10 | 0 | 11 | -10 | 12 | -38 | 1 | -1 | 3
COc1ccc(C2CC(=O)N(CCCN(C)CCc3ccc(OC)c(OC)c3)C2)cc1 (stereo not drawn) | -1 | -3 | -10 | 7 | -27 | 2 | 6 | 7 | -14 | 0 | 7
O=C(Nc1ccccc1)O/N=C1\CCCCC1c1ccc([N+](=O)[O-])cc1[N+](=O)[O-] (stereo not drawn) | 1 | 6 | -4 | 2 | 9 | 4 | -13 | -1 | -21 | -4 | 6
C[C@@H]1[C@H](c2ccccc2)Oc2ccc(Cl)cc2S(=O)(=O)N1CC1CCCN1C(=O)OC(C)(C)C (stereo partly drawn) | 20 | 11 | -6 | -24 | 22 | 21 | 9 | 0 | 1 | 22 | 9
COc1ccc(-c2[nH]nc3c2C(c2ccoc2)C(C#N)=C(N)O3)cc1 (stereo not drawn) | -5 | 14 | -4 | -2 | 13 | -3 | 11 | 6 | -1 | -10 | 10
Cc1cccc(CN2CCN(C3CN(Cc4cn(Cc5cccc(Cl)c5)nn4)S(=O)(=O)C3)CC2)c1 (stereo not drawn) | -3 | . | 3 | . | 0 | -10 | 2 | . | . | . | .
O=C(NCCCN1CCOCC1)c1cccnc1SCc1ccccc1Cl | -3 | 8 | 23 | -5 | -13 | 1 | 4 | -3 | -4 | -5 | -2
Nc1ccc(-c2nc3cc(N)ccc3n2CCO)cc1 | 15 | -1 | 7 | -8 | 5 | 17 | 16 | -2 | -1 | 16 | -1

Assay outcomes deposited in PubChem BioAssay by several laboratories.

Some of the compounds tested; the hit share may differ from the screen's.
